Screening results from PubChem.
USP1-UAF1 inh – Inhibitors of USP1/UAF1: Primary Screen; Ubiquitin carboxyl-terminal hydrolase 1 (Homo sapiens), O94782; recombinant USP1/UAF1, Ub-Rhodamine cleavage fluorescence; Potency, µM (highest dose often 57.1 µM), without a hit: top-dose activity change, negative = inhibition, most hits filed as inhibitors; 390,000 compounds, 0.23% hits; also: potency is read from the fitted curve at half-maximal effect; % is scaled to controls: 0 for no effect and ±100 for the full control effect; nearly all actives have a fitted effect of over 60% in size; inactives centre near -12
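Step one: compound is pinned into 1nM USP1/UAF1 in HEPES pH 7.8 buffer with TCEP. Step two: 15 min room-temperature incubation. Step three: Ub-Rho (150nM final) starts cleavage, tracked by fluorescence over six one-minute reads.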
GLS inh – qHTS for Inhibitors of Glutaminase (GLS). GLS enzymatic activity, qHTS titration. 410,000 compounds, 0.21% hits. Potency, µM (doses to about 45.5 µM), without a hit: at the highest dose activity change, negative = inhibition, most hits filed as inhibitors. AID 624170, 2012; also: potency is read from the fitted curve at half-maximal effect; % is scaled to controls: 0 for no effect and ±100 for the full control effect
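Compounds were pin-transferred onto hKGA, after which L-glutamine (1 mM solution) and a detection mix of glutamate oxidase, HRP and Amplex Red were added. Initial and 30 min RT fluorescence reads were collected.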
mIDH1 inhibitor – qHTS for Inhibitors of mutant isocitrate dehydrogenase 1 (IDH1): qHTS | 390,000 compounds, 0.093% hits | Isocitrate dehydrogenase [NADP] cytoplasmic (Homo sapiens), O75874 | AID 602179, 2012 | Potency, µM (highest dose often 76.6 µM), inactives show at the top dose activity change, negative = inhibition, most hits filed as inhibitors | IDH1-R132H enzyme, NADPH consumption, diaphorase/resazurin fluorescence; also: potency is read from the fitted curve at half-maximal effect; % is scaled to controls: 0 for no effect and ±100 for the full control effect; nearly all actives have a fitted effect of over 65% in size
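IDH1-R132H (0.5 ug/mL) preincubated 30 min with compound, then NADPH (0.016 mM) and alpha-KG (2 mM) added; 80 min at RT, pH 7.5. Remaining NADPH coupled via diaphorase/resazurin to fluorescence (540/590 nm); concentration-response curves normalized to no-enzyme control.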
PGK inhibitor – qHTS Assay to Find Inhibitors of Phosphoglycerate Kinase; PGK/GAPDH coupled, Kinase-Glo luminescence, 60 min; Potency, µM (titrated, usually from 57.5 µM), for inactives: top-dose activity change, negative = inhibition, usual class: inhibitors; Phosphoglycerate kinase, glycosomal (Trypanosoma brucei brucei), P07378; 380,000 compounds, 0.043% hits; also: potency is read from the fitted curve at half-maximal effect; % is scaled to controls: 0 for no effect and ±100 for the full control effect; nearly all actives have a fitted effect of over 60% in size
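Recombinant glycosomal PGK reaction used 1,3-bisphosphoglycerate generated in-well by GAPDH (100nM final) in 100mM TEA pH 7.6, 5mM MgCl2, 0.01% Tween-20. After 60 minutes at room temperature, ATP was read by Kinase-Glo Plus luminescence end-point.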
PI4K2A inh – qHTS for small molecular inhibitors of PI4K2A; 420,000 compounds, 0.13% hits; activity change, negative = inhibition, % at 76.9 µM; purified PI4K2A, ADP-Glo luminescence, 1 h; stronger effect = lower value; in the data active = activity change below about -50%; inconclusive = mostly about -30% to -49%;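 also: -100% = wells without enzyme as full effect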
Target sequence (Q9BTU6 whole entry, looked up): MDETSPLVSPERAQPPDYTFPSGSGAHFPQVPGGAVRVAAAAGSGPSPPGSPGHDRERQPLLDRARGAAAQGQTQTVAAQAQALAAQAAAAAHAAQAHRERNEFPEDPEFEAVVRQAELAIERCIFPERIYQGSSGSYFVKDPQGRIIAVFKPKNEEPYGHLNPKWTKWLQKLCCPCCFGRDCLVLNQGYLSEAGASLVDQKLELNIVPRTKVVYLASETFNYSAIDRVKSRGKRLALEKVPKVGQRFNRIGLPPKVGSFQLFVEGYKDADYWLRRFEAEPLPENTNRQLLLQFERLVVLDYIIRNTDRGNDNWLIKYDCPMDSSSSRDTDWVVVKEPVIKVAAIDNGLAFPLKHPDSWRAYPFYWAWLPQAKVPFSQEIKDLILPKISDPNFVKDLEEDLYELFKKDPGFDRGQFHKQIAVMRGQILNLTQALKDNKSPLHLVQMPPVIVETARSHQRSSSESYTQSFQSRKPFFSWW
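PI4K2A activity was measured by ADP-Glo luminescence: enzyme (4 ug/mL stock) and phosphatidylinositol (1.2 mM stock) in Tris pH 7.5/MgCl2/EGTA/Triton X-100 buffer were reacted with ATP (300 microM stock) for one hour at ambient temperature.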
TrxR1 substrate – qHTS Assay for Substrates of Mammalian Selenoprotein Thioredoxin Reductase 1 (TrxR1): qHTS | purified TrxR1 substrate turnover, NADPH consumption readout | 390,000 compounds, 0.01% hits | AID 588456, 2011 | Potency, µM (top dose mostly 114 µM), without a hit: at the highest dose activity change, negative = substrate turnover | Thioredoxin reductase 1, cytoplasmic (Rattus norvegicus), O89049; also: potency is read from the fitted curve at half-maximal effect; % is scaled to controls: 0 for no effect and ±100 for the full control effect; nearly all actives have a fitted effect of over 50% in size
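Rat TrxR1, dispensed at 90 nM, was prereduced with 400 uM NADPH (final) for 5 min at ~22 deg C, then incubated with compound 15 min before 400 uM selenite. A first-read NADPH fluorescence drop versus no-compound background flagged substrates.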
rTrxR1 inhibitor – qHTS Assay for Inhibitors of Mammalian Selenoprotein Thioredoxin Reductase 1 (TrxR1): qHTS. AID 588453, 2011. 390,000 compounds, 1% hits. recombinant rTrxR1, NADPH fluorescence consumption, selenite substrate. Potency, µM (series often up to 114 µM), for inactives: top-dose activity change, negative = inhibition, actives largely listed as inhibitors; also: potency is read from the fitted curve at half-maximal effect; % is scaled to controls: 0 for no effect and ±100 for the full control effect; nearly all actives have a fitted effect of over 65% in size
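Rat TrxR1 (90 nM in the dispensed reagent) was pre-reduced with 400 uM NADPH for 5 min at room temperature, then incubated with compound for 15 min. After 400 uM selenite was added, NADPH fluorescence (Ex 340/Em 450 nm) was followed for 8 min.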
HP1b chromo inh – HTS for Inhibitors of HP1-beta Chromodomain Interactions with Methylated Histone Tails; Chromobox protein homolog 1 (Homo sapiens), P83916; AlphaScreen HP1-beta / biotin-H3K9me3 peptide binding; Potency, µM (top dose mostly 114 µM), inactives show top-dose activity change, negative = inhibition, actives largely listed as inhibitors; 390,000 compounds, 0.56% hits; also: potency is read from the fitted curve at half-maximal effect; nearly all actives have a fitted effect of over 70% in size; inactives centre near 23
Target sequence (P83916 whole entry, looked up): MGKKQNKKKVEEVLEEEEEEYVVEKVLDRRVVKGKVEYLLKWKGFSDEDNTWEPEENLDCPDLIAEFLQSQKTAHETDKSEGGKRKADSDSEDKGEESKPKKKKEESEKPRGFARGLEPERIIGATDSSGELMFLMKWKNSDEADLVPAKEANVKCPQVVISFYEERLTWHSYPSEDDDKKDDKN
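Compound inhibition of the preformed complex between 50 nM HP1-beta and 50 nM biotinylated H3K9me3 peptide was read by AlphaScreen. Buffer was PBS pH 7.4 with 0.01% Tween-20. Incubations ran 30 min at room temperature, with 10 ug/mL donor/acceptor beads.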
Pin1 inhibitor – qHTS Assay to Find Inhibitors of Pin1; Pin1 FP peptide displacement, HiFluor488, 10 min; Potency, µM (highest dose often 115 µM), for inactives: top-dose activity, negative = inhibition, most hits filed as inhibitors; 390,000 compounds, 0.009% hits; active = well fitted inhibition curve with a large enough effect in the polarisation, with a control signal flat, not every such curve was filed as active; inconclusive = small, poorly fitted or top-dose-only effect, or effect the other way, or a change in a side signal; inactive = no such curve, though single readings can be large or run the other way; the % refers to the polarisation; also: potency is read from the fitted curve at half-maximal effect; % is scaled to controls: 0 for no effect and ±100 for the full control effect
Target sequence (Q13526 whole entry, looked up): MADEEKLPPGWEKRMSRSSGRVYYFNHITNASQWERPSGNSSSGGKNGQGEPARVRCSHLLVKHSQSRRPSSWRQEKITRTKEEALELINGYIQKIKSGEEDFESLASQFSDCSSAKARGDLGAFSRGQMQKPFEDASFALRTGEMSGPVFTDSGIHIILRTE
The depositor's hits bear a star; i = inactive; ? = inconclusive; . = no result given; [ ] = remark or other dose. Unless noted, calls follow the shape of the dose curve; as a rule, active = well fitted curve in the direction sought with a large enough effect; inconclusive = small, poorly fitted or top-dose-only effect, or another doubt; inactive = no such curve, though single readings can be large; an effect the other way counts as inactive or inconclusive. Some of the compounds tested (hit frequency here may not be typical).

| item | canonical_smiles | USP1-UAF1 inh | PI4K2A inh | PGK inhibitor | rTrxR1 inhibitor | GLS inh | TrxR1 substrate | mIDH1 inhibitor | Pin1 inhibitor | HP1b chromo inh |
| --- | --- | --- | --- | --- | --- | --- | --- | --- | --- | --- |
| 1 | COC(=O)c1cc2sccc2n1CC(=O)Nc1cccc(SC)c1 | ? | -2.6 | 0.4% | 8.9% | 0.0% | -2.0% | 1.6% | 11.4% | 54.0%[activator] |
| 2 | Cn1c(SCc2ccccc2)nnc1-c1ccc2nonc2c1 | -23.4% | 6.6 | -4.2% | -1.8% | -0.8% | -3.9% | 0.0% | -0.7% | -16.4% |
| 3 | O=C(NCCCN1CCOCC1)c1cc(C(=O)C2CC2)c[nH]1 | -21.7% | 2.0 | 0.0% | -8.3% | -3.3% | -8.8% | -1.5% | -0.9% | 37.6%[activator] |
| 4 | N#CCSc1ncnc2sc3c(c12)CCC3 | -13.5% | -8.7 | i | 17.4%[57.1 µM] | -6.0% | 25.6%[57.1 µM] | 10.2% | ? | 23.4% |
| 5 | CC1=C(C(=O)N2CCOCC2)CC(CC(=O)NCCN2CCOCC2)C(=O)N1Cc1ccc(F)cc1 (stereo unspecified) | -8.4% | 1.4 | 1.8% | . | -4.3% | . | 4.4% | . | . |
| 6 | COCCCNc1ncnc2c1sc1nc(-c3ccco3)c3c(c12)CC(C)(C)OC3 | -17.2% | -4.1 | -6.1% | ? | -11.1% | 28.2%[57.1 µM] | -3.1% | 21.5% | 15.2% |
| 7 | S=C(NCCc1ccccc1)NCC(c1ccco1)N1CCCCC1 (stereo unspecified) | -15.8% | -1.1 | 4.7% | 5.3% | -0.9% | -1.2% | 3.2% | 0.6% | 4.3% |
| 8 | CCN(CC)S(=O)(=O)c1cccc(-c2nnc(SCC(=O)NC)n2CCc2ccccc2)c1 | -1.4% | 3.6 | 6.8% | 0.2% | 6.0% | 1.2% | -2.6% | 2.8% | 38.9% |
| 9 | CC(=O)N1C(=O)CC(C)N(C(C)=O)c2ccc([N+](=O)[O-])cc21 (stereo unspecified) | -18.8% | 7.1 | -10.0% | -26.1% | 20.3% | -6.9% | -0.7% | -13.9% | 44.3% |
| 10 | CN(C(=O)COc1cc(=O)n(C)c2ccccc12)c1ccc(Br)cc1 | -18.5% | -3.8 | -9.8% | 9.3%[57.1 µM] | 10.8% | 4.5%[57.1 µM] | 6.6% | -6.8% | 34.2% |
| 11 | CCN(CC)c1nn2c(=O)c(C(=O)NCCc3ccc(C)cc3)cnc2s1 | 6.8% | -3.3 | -6.6% | 9.8%[57.1 µM] | 6.3% | 24.1%[57.1 µM] | 7.6% | -13.3% | 13.7% |
| 12 | c1ccc(C(c2nnnn2C2CCCC2)N2CCCCCC2)nc1 (stereo unspecified) | -12.2% | 1.7 | -2.6% | ? | 0.0% | 19.8% | 6.6% | 0.5% | 7.4% |
| 13 | CC(=O)c1c(C)nc2nc(-c3ccccc3)nn2c1C | -11.3% | -1.8 | 0.1% | 12.8% | 21.0% | -0.8% | -8.0% | -0.5% | 12.6% |
| 14 | Brc1ccc(-c2nnc3sc(CN4CCC5(CC4)OCCO5)cn23)cc1 | 4.0% | 0.5 | -7.6% | 1.1% | -2.2% | 4.9%[57.1 µM] | 1.4% | -8.4% | 37.1% |
| 15 | O=C(c1ccc(F)cc1)c1cn(Cc2ccccc2F)c2cc3c(cc2c1=O)OCCO3 | 4.9% | -0.5 | -10.6% | 19.6% | 3.3% | 0.4% | -4.0% | 14.8% | 7.2% |
| 16 | C/C(=N\N(C)C)C1=C(O)c2ccccc2C1=O | -15.6% | 3.8 | -4.8% | -5.0% | 3.7% | -6.9% | 3.6% | -1.7% | 11.0% |
| 17 | COc1cc(/C=C/C(=O)N2CCN(CC(O)COc3ccccc3)CC2)cc(OC)c1OC (stereo unspecified) | -1.0% | -13.8 | -4.2% | -6.9% | 1.7% | 9.4% | 1.2% | -3.7% | 15.3% |
| 18 | COc1ccc(S(=O)(=O)NCCC(=O)NCc2ccc(F)cc2)cc1 | -19.3% | 5.0 | -9.5% | 6.5% | -0.7% | 1.2% | 0.0% | -1.4% | 22.7% |
| 19 | CC(C)(C)OC(=O)NCCCCCc1nnc(SCc2ccccc2)o1 | -11.3% | -2.1 | 8.1% | 10.1%[57.1 µM] | 1.0% | -0.2%[57.1 µM] | 0.2% | -5.7% | 48.5%[activator] |
| 20 | CC(C)(C)OC(=O)N1CCC2(CC1)Oc1ccc(F)cc1C(=O)C21CC(c2ccccc2)=NO1 (stereo unspecified) | -11.0% | 5.9 | -1.2% | 4.1% | -7.1% | 5.5% | -0.4% | -3.5% | 19.7% |
| 21 | CC1=C(c2ccc(C(C)C)cc2)S(=O)(=O)N=C1N1CCC(C(=O)NCc2ccc(C)o2)CC1 | -13.2% | -5.1 | . | 10.7%[57.1 µM] | -3.6% | -0.6%[57.1 µM] | . | 1.3% | 45.2%[activator] |
| 22 | O=c1c(N2CCCCC2)coc2ccccc12 | -20.3% | -4.4 | -0.3% | -3.4% | 23.1% | -3.2% | -3.2% | -0.9% | 33.0% |
| 23 | CCOc1ccc(CCNC(=O)CSc2ncn[nH]2)cc1OCC | -15.0% | -10.1 | -6.1% | ? | -5.0% | -5.9% | 4.8% | -9.3% | 26.3% |
| 24 | CC(=O)C1=C(O)C(=O)N(Cc2ccccc2)C1c1cccc([N+](=O)[O-])c1 (stereo unspecified) | -15.9% | -2.8 | -18.0% | 24.5% | 4.3% | 3.5% | -5.2% | -1.2% | 4.3% |
| 25 | CC(C)C(NC(=S)Nc1ccccc1)C(=O)O (stereo unspecified) | -7.0% | 3.1 | 12.2% | -1.0% | -11.3% | 0.0%[57.1 µM] | 1.1% | -7.4% | 48.6%[activator] |
| 26 | Cc1csc(SCC(=O)NC(=O)NCCC(C)C)n1 | -4.0% | -0.4 | -1.4% | 18.8% | -3.0% | 5.7% | -9.4% | 0.1% | 17.9% |
| 27 | CS/C(=N\S(=O)(=O)c1ccccc1)c1ccccc1 | -7.6% | -3.4 | -9.1% | 6.0% | 16.1% | -0.2% | 0.5% | -4.0% | 15.8% |
| 28 | Cc1[nH]c2ccccc2c1CCNC(=O)c1c(N)no[n+]1[O-] | -7.3% | -4.1 | -3.7% | -8.3%[57.1 µM] | -11.7% | -12.7%[57.1 µM] | 7.2% | -0.9% | 12.5% |
| 29 | COc1ccc(CCNS(=O)(=O)c2ccc3c(c2)CCN3C(=O)C2CC2)cc1OC | -3.4% | 3.3 | i | 4.3%[57.1 µM] | 2.0% | -0.9%[57.1 µM] | 1.5% | -1.3% | 25.7% |
| 30 | CCc1ccc(CN(C)CC(O)COc2cccc3ccccc23)cc1 (stereo unspecified) | -27.2% | 5.6 | 5.1% | 5.3% | -15.4% | -0.3% | 7.0% | 10.0% | ? |
| 31 | O=C(NCCCn1ccnc1)C(F)(F)C(F)(F)C(=O)NCCCn1ccnc1 | -16.5% | 3.3 | i | 7.5% | -6.8% | -0.7% | 5.5% | 5.2% | 40.3%[activator] |
| 32 | O=C1CC(c2ccccc2)Sc2nc(-c3ccccc3)c(-c3ccccc3)n21 (stereo unspecified) | -18.8% | -0.3 | i | -4.9% | -8.7% | 6.0% | 8.2% | -6.6% | ? |
| 33 | O=C(NC1CCCCC1)C1CCCN(S(=O)(=O)c2ccc(F)cc2)C1 (stereo unspecified) | -8.2% | -7.1 | -7.7% | -2.3%[57.1 µM] | -9.2% | 6.2%[57.1 µM] | 2.8% | -13.4% | 16.2% |
| 34 | CCOc1ccccc1NC(=O)N1CCCc2ccccc21 | -18.6% | -5.9 | -12.4% | 20.2% | -6.7% | 0.8% | -7.2% | -5.9% | 76.2%[activator] |
| 35 | CCC(OC(=O)c1cccs1)C(=O)NC1CCCCC1 (stereo unspecified) | -3.4% | -1.9 | 3.6% | 8.2%[57.1 µM] | 5.8% | 12.5%[57.1 µM] | 1.0% | -4.7% | 49.7%[activator] |
| 36 | Oc1ccc(Cl)cc1/C=N/c1nccs1 | -10.9% | 3.8 | i | ? | 39.8%[activator] | 1.1% | 0.0% | 1.8% | 23.4% |
| 37 | COc1cccc(C(=O)Nc2ccccc2-c2nnc(-c3ccc(C(C)(C)C)cc3)o2)c1 | -1.9% | 2.4 | -7.1% | 2.6% | 4.7% | -0.8% | 7.9% | -0.2% | 54.9%[activator] |
| 38 | CC(=O)c1c(C)[nH]c(C(=O)CSc2nnc(-c3ccc(Cl)cc3)n2CC2CCCO2)c1C (stereo unspecified) | -10.8% | 4.0 | 1.1% | 20.1%[57.1 µM] | 1.7% | 8.6%[57.1 µM] | 1.5% | 1.8% | 9.0% |
